Source: PubChem BioAssay (National Center for Advancing Translational Sciences (NCATS))
D3 antag: blocks the human D3 dopamine receptor; P35462; D3R cells, DiscoveRx beta-arrestin luminescence, antagonist mode; stronger effect = lower value; max response, negative = inhibition, %; 360,000 tested, 2.5% active; AID 652054; in the data active = max response below about -50%; inconclusive = no clear call, values can overlap the other calls; also: % is scaled to controls: 0 for no effect and ±100 for the full control effect; mostly tested at two doses, the higher about 12 µM
Target sequence (P35462 whole entry, looked up): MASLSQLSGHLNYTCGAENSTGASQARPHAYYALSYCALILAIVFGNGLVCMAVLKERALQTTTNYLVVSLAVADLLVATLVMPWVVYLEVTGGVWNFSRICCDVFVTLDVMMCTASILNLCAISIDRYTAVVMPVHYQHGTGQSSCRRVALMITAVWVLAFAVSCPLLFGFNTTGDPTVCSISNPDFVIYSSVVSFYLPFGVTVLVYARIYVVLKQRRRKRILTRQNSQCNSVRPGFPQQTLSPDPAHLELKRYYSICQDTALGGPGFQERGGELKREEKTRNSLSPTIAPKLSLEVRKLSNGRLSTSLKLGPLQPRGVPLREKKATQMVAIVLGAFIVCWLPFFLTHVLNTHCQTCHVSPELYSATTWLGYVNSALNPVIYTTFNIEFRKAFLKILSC
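Cells plated overnight at 1500 cells/well, then exposed to library compounds with dopamine controls for 90 minutes at 37 degrees C. DiscoveRx reagent added for 30–60 minutes at room temperature; luminescence read, quantitative HTS format.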
GLP-1R agonist: GLP-1 receptor (human) agonism. HEK293 GLP-1R CRE-luciferase, luminescence, 4-6 h; cells express a hypersensitive GLP-1R form. Potency, µM (top dose mostly 45.6 µM), for inactives: at the top dose activation, hits mostly activators. 380,000 tested, 0.007% active. AID 624172; also: potency is read from the fitted curve at half-maximal effect; % of control where 0% means no effect
Target sequence (P43220 whole entry, looked up): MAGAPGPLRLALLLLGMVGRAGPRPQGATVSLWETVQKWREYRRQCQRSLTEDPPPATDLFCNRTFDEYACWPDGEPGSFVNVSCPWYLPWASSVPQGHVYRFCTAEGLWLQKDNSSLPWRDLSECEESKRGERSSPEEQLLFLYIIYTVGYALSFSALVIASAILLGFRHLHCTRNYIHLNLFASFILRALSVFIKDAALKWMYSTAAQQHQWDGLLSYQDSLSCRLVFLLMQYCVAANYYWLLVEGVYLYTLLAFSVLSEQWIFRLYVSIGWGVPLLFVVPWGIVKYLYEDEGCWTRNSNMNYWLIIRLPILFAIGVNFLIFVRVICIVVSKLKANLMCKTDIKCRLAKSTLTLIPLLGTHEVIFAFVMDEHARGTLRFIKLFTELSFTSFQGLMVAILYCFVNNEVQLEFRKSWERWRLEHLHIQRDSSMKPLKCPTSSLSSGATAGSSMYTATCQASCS
aSyn yeast inh: alpha-synuclein toxicity inhibition in yeast; Yeast expressing alpha-synuclein, growth rescue, BacTiter-Glo, 24 h; Potency, µM (titrated, usually from 46.1 µM), inactives show at the top dose growth rescue (activation), most hits filed as activators; 370,000 tested, 0.14% active; AID 652106; also: potency is read from the fitted curve at half-maximal effect; % of control where 0% means no effect; nearly all actives have a fitted effect of over 65% in size
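Readout is rescue of growth in alpha-synuclein-expressing yeast, so inhibitors of toxicity appear as activators. Growth after 24 hr at 30 deg C in galactose medium is quantified by luminescence.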
TDP-43 yeast inh: rescues yeast growth from TDP-43 toxicity; TDP-43 expressing yeast growth rescue, BacTiter-Glo, 24 h; Potency, µM (doses to about 46.1 µM), for the others: at the top dose growth rescue (activation), usual class: activators; 410,000 tested, 1.8% active; AID 652104; also: potency is read from the fitted curve at half-maximal effect; % of control where 0% means no effect; nearly all actives have a fitted effect of over 50% in size
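Luminescence from BacTiter-Glo reports growth of TDP-43-expressing yeast after 24 hr at 30 deg C with compound. Cells were raffinose-pregrown to mid-log, then seeded in galactose medium at OD600=0.02.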
GLP-1R inv ag: inverse agonists of human GLP-1 receptor | P43220 | HEK293 GLP-1R CRE-luciferase, luminescence, 24 h; GLP-1R form is constitutively active | Potency, µM (doses to about 38.3 µM), for inactives: top-dose activity change, negative = inhibition, actives largely listed as inhibitors | 410,000 tested, 1.6% active; also: potency is read from the fitted curve at half-maximal effect; % is scaled to controls: 0 for no effect and ±100 for the full control effect; nearly all actives have a fitted effect of over 55% in size
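HEK293 cells stably co-expressing a cAMP-responsive luciferase reporter and constitutively active GLP-1R were seeded, incubated 12 h, then exposed to compounds for 24 h at 37 C. Luminescence was read 12 min after detection reagent; inverse agonists lower signal.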
HEK293 tox: cytotoxicity in counter-screen for GLP-1R inverse agonists | AID 624418 | HEK293 cAMP-luciferase reporter cells, luminescence, 24 h | Potency, µM (doses to about 38.3 µM), for the others: top-dose activity change, negative = inhibition, most hits filed as inhibitors | 410,000 tested, 0.13% active;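 also: loss of luciferase light is scored as toxicity; potency is read from the fitted curve at half-maximal effect; % is scaled to controls: 0 for no effect and ±100 for the full control effect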
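Seeding density was 200 cells/uL; after overnight-length (12 h) culture, 23 nL compounds went on for 24 h at 37 °C. Readout used a luciferase detection reagent, luminescence taken after 12 min at room temperature.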
PTHR1 ag: agonists of human PTHR1 parathyroid hormone receptor | Q03431 | HEK293 GP2 PTHR1 cells, GloSensor cAMP luminescence, 1 h | Potency, µM (doses to about 115 µM), inactives show at the highest dose activation, most hits filed as activators | 410,000 tested, 0.075% active | AID 743266; also: potency is read from the fitted curve at half-maximal effect; nearly all actives have a fitted effect of over 55% in size; some results filed as inactive show a strong effect at the top dose; inactives centre near -15; many of its hits are not listed in these tables
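HEK-293-derived GP2 cells expressing PTHR1 and a GloSensor cAMP reporter, 3,000/well, plated overnight, given luciferin plus IBMX (each 0.5 mM as added) for 1 h at 37 °C, then compound for 1 h at 37 °C. Luminescence was read after 15 min at room temperature.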
KB-V1 cytotox: kills drug-selected multidrug resistant KB-V1 cells | KB-V1 MDR cells viability, CellTiter-Glo, 72 h | Potency, µM (doses to about 46.1 µM), for inactives: at the top dose activity change, negative = cytotoxicity, usual class: cytotoxic | 400,000 tested, 3.4% active | AID 1347076; also: potency is read from the fitted curve at half-maximal effect; % is scaled to controls: 0 for no effect and ±100 for the full control effect; nearly all actives have a fitted effect of over 60% in size
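Drug-selected KB-V1 cells, grown in DMEM lacking phenol red with 10% FBS, receive compound titrations; after three days at 37 degrees C, surviving cell ATP is quantified by CellTiter-Glo luminescence and responses normalized and curve-fitted.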
DRD3 agonist: activates the human D3 dopamine receptor; 410,000 tested, 0.58% active; max activation, %; D3R DiscoveRx beta-arrestin cells, luminescence, 90 min; P35462; in the data active = max activation above about 30%; also: 0% is about no effect; mostly tested at two doses, the higher about 12 µM
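Cells at 1500/well, incubated overnight, then treated with pinned compounds (dopamine as control) for 90 min at 37 degrees C. DiscoveRx reagent added for 30 - 60 minutes at room temperature; luminescence read.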
An asterisk follows results filed as active; i = inactive; ? = inconclusive; . = no result given; & = joins results of further samples; [ ] = remark or other dose. Unless noted, calls follow the shape of the dose curve; as a rule, active = well fitted curve in the direction sought with a large enough effect; inconclusive = small, poorly fitted or top-dose-only effect, or another doubt; inactive = no such curve, though single readings can be large; an effect the other way counts as inactive or inconclusive.

SMILES | D3 antag | GLP-1R agonist | aSyn yeast inh | TDP-43 yeast inh | GLP-1R inv ag | HEK293 tox | PTHR1 ag | KB-V1 cytotox | DRD3 agonist
COc1ccc(OC)c(CNC(=O)c2ccc3c(c2)c(C)c(C)n3C)c1 | . | . | . | -3% | 8% | -4% | i | 2% | 4
CCOc1ccc(NC(=O)CN(C)C(=O)C2CCCC2)cc1OCC | -20 | 10% | 2% | 0% | 1% | 3% | -6% | -9% | 3
Cc1cccn2c(=O)c(C=O)c(Nc3ccc(S(N)(=O)=O)cc3)nc12 | 3 | 8% | 0% | 4% | 100%[activator] | 21% | i | 1% | 7
CCOc1ccc(C2C(C(=O)Nc3ccc(OC)cc3)=C(C)Nc3nc(SCc4ccc(Cl)cc4)nn32)cc1 (stereo not given) | . | . | . | 14% | 10% | 5% | i | 22% | 8
O=c1ccn([C@@H]2O[C@H](CNCc3ccccc3OCc3ccc(Cl)cc3Cl)[C@@H](O)[C@H]2O)c(=O)[nH]1 | -21 | 2% | -1% | 12% | -15% | -2% | -22% | 8% | -9
Cn1c(=O)cc(SCC(=O)N2CCN(c3ccccc3)CC2)c2ccccc21 | 2 | 0% | 15% | ? | ? | -9%&-3% | -12%&-1% | 4%&-9% | -3&-1
CC(C)(C)c1ccc(OCC(=O)Nc2ccc(C(=O)OC3CCCCC3)cc2)cc1 | . | . | . | 25% | -13% | 6% | i | 19% | 9
Cc1nn(-c2ccccc2)c(C)c1C(=O)Oc1ccccc1 | 16 | 7% | -12% | ? | ? | -5% | -18% | -12% | 4
CN(C)S(=O)(=O)c1ccc(Cl)c(NC(=O)COC(=O)/C=C/c2ccc3ccccc3n2)c1 | 31 | 0% | 5% | -2% | 19% | 14% | -22% | 18% | 5
CC(=O)Nc1ccc(NC(=O)[C@@H]2CCCN2S(=O)(=O)c2ccc3c(c2)OCCO3)cc1 | 3 | -2% | 2% | 1% | -6%[0.307 µM] | 4%[0.307 µM] | i | 4% | 0
O=C(Cn1ccc2ccccc2c1=O)NCCC(=O)N1CCN(C(=O)c2ccco2)CC1 | -2 | 9% | -3% | -5% | 9% | 1% | i | -10% | -7
CCCC12CN3CC(C)(CN(C1)C3c1cn(C)c3ccccc13)C2=O (stereo not given) | . | . | . | 24% | ? | 2% | i | 9% | 5
Cc1c(Br)c(=O)oc2c(Br)c(O)ccc12 | -16 | -7% | -8% | 21% | -8%[0.307 µM] | -5%[0.307 µM] | i | 2% | 4
Nc1nc2ccc(Cl)cc2cc1C(=O)NCCCN1CCOCC1 | 9 | . | 0% | 8% | 11% | 3% | i | -4% | 7
O=C(Cc1ccc(Cl)cc1)Nc1cc(S(=O)(=O)N2CCOCC2)ccc1N1CCCC1 | -11 | 8% | 0% | 8% | ? | -21% | 1% | 8% | -7
O=C(NCC1CCCO1)c1ccc(COc2ccccc2)cc1 (stereo not given) | 0 | -2% | 6% | 29% | 17% | 0% | -19% | -11% | -1
Cc1ccc(S(=O)(=O)Nc2ccc(S(=O)(=O)Nc3cc(C)nc(C)n3)cc2)cc1 | 9 | -4% | -7% | 16% | -17% | -26% | i | 10% | -2
C#CCNc1ccc(C(=O)OCC)cc1 | -3 | -1% | -3% | -15% | 12% | 4% | i | ? | 0
O=C(Nc1cc(Cl)cc(Cl)c1)c1cnn2cccnc12 | 16 | 6% | 3% | 16% | 12% | -1% | i | -1% | -7
Cc1c(NC(=O)Nc2ccc(C(C)C)cc2)c(=O)n(-c2ccccc2)n1C | 0 | 0% | -3% | -3% | ? | 2% | -25% | 0% | -10

Fetched one by one from the entries so far (three):
SMILES | D3 antag | GLP-1R agonist | aSyn yeast inh | TDP-43 yeast inh | GLP-1R inv ag | HEK293 tox | PTHR1 ag | KB-V1 cytotox | DRD3 agonist
CCOc1ccc(C2C(C(=O)Nc3ccc(OC)cc3)=C(C)Nc3nc(SCc4ccc(Cl)cc4)nn32)cc1 (stereo not given) | . | . | . | 14% | 10% | 5% | i | 22% | 8
Nc1nc2ccc(Cl)cc2cc1C(=O)NCCCN1CCOCC1 | 9 | . | 0% | 8% | 11% | 3% | i | -4% | 7
Cn1c(=O)cc(SCC(=O)N2CCN(c3ccccc3)CC2)c2ccccc21 | 2 | 0% | 15% | ? | ? | -9%&-3% | -12%&-1% | 4%&-9% | -3&-1

Other structures.
SMILES | D3 antag | GLP-1R agonist | aSyn yeast inh | TDP-43 yeast inh | GLP-1R inv ag | HEK293 tox | PTHR1 ag | KB-V1 cytotox | DRD3 agonist
Cc1ccc(-n2c(=O)c3sccc3n(Cc3cc(=O)n4ccccc4n3)c2=O)cc1 | -30 | 3% | -1% | 13%&-19% | 9%&12% | 0%&8% | 10% | -36% | 7&-7
CC(CC(=O)NC1CCSC1=O)c1ccccc1 (stereo not given) | 14 | -8% | -6% | -10% | 37%[activator] | 1% | -2%[57.5 µM] | 22% | 4
COc1ccc(CCNC/C=C/c2ccccc2)cc1 | -59* | 2% | -2% | . | -22% | -7% | i | 9% | -17
c1ccc2[nH]c(CN3CCCCCC3)nc2c1 | ? | -15% | -3% | -14% | 1% | 7% | i | 4% | -62
C/C(=N\NC(=O)c1cccc(S(=O)(=O)N2CCCCC2)c1)c1ccc(C)o1 | -16 | 1% | 9% | -14% | 0%[7.66 µM] | -16%[7.66 µM] | i | ? | 1
COc1ccc(C(=S)N(C)C)cc1OC | 10 | -2% | -7% | 7% | 24% | 13% | i | 3% | 3
Cc1cccc(N2CCN(C(=O)CS(=O)(=O)c3cccc4nsnc34)CC2)c1C | . | 0% | -6% | ? | -13% | -5% | -11% | -9% | -12
CCOc1ccc(C(=O)Nc2ccc3c(c2)OCCO3)cc1Br | . | . | . | 18µM* | ? | -13% | -36%[inhibitor] | 6% | 4
COc1cc(CN2CCC(n3nccc3NC(=O)c3ccccc3OC)CC2)ccc1F | 3 | 0% | 3% | -17% | ? | -13% | -25% | ? | -1
CC(NC(=O)COC(=O)C1CCC1)c1ccccc1 (stereo not given) | -1 | -1% | -2% | -12% | -12% | -1% | 21% | 5% | 6
Nc1nonc1-n1nnc(C(=O)N/N=C/c2cccc(F)c2)c1CN1CCCCCC1 | 50 | -6% | 0% | 13% | 1% | 2% | i | 15% | 0
Cc1c(N2C(=O)C(=O)/C(=C(/O)c3ccc(Cl)cc3)C2c2ccccc2)c(=O)n(-c2ccccc2)n1C (stereo not given) | 2 | -14% | 0% | -1% | 1% | -15% | -46%[inhibitor] | 11% | 5
Cc1ccc(OCCSc2nc3ccc(NC(=O)c4ccco4)cc3s2)cc1 | . | . | . | 6% | 2% | -11% | i | 12% | -3
C#Cc1cccc(C(=O)N2CCCC(C(=O)c3ccc(OC)cc3C)C2)c1 (stereo not given) | 4 | -4% | 5% | 19% | -13% | -6% | -22% | ? | 3
NS(=O)(=O)c1ccc(NC(=O)c2cc(Cl)ccc2Cl)cc1 | -30 | 7% | 0% | -24% | 5% | 12% | -34%[inhibitor] | -6% | -8
CCOC(=O)c1ccc(NC(=O)Cn2c(=O)oc3ccccc32)cc1 | -4 | -3% | -5% | 4% | -17% | 2% | -38%[inhibitor] | 0% | 5
CCOC(=O)C1(Cc2ccccc2)NC(c2ccccc2F)C2C(=O)N(CC)C(=O)C21 (stereo not given) | 7 | -7% | -1% | -3% | ? | -6% | i | 0% | -2
O=C1c2ccccc2[C@@H]2C[C@@H](O)[C@H](Nc3ccccc3-c3ccccc3)CCN12 | 25 | 3% | 5% | 27% | 9% | 2% | i | 0% | 13
CCCNC(=O)NC(=O)COC(=O)CNS(=O)(=O)/C=C/c1ccccc1 | 1 | 1% | 3% | -1% | -6% | 0% | -10% | 1% | 0
Cc1ncsc1CCC(=O)N1CCCC(Nc2ccc(C(C)C)cc2)C1 (stereo not given) | 17 | 4% | 0% | 23% | ? | -7% | -15% | . | 2
CCCCCOc1ccc(NC(=O)Cn2c(-c3cncs3)nc3ccccc32)cc1 | . | . | . | 17% | -3% | 1% | -14% | . | 0
COc1ccc(CNC(=O)Cn2cccc2C(=O)c2ccccc2C)cc1 | 1 | -2% | -12% | ? | 6%&2% | 2%&-4% | -15%&-12% | 0% | -3&0
CCOC(=O)C1CCN(C(=O)C2CCCN2S(=O)(=O)c2ccc(Cl)cc2)CC1 (stereo not given) | 4 | 1% | 4% | 14% | -7% | 3% | -2% | -17% | 15
COc1ccc(C)cc1NC(=O)NNC(=O)c1ccoc1C | 1 | -5% | -5% | 8% | 4% | 20% | i | 4% | 1
Cn1c(=O)c2c(nc(SCc3ccc(F)cc3)n2C)n(C)c1=O | -11 | -5% | -2% | 12% | 17% | -8% | i | -5% | -4

A stretch of the results above, as a working copy:
SMILES | D3 antag | GLP-1R agonist | aSyn yeast inh | TDP-43 yeast inh | GLP-1R inv ag | HEK293 tox | PTHR1 ag | KB-V1 cytotox | DRD3 agonist
Cc1ncsc1CCC(=O)N1CCCC(Nc2ccc(C(C)C)cc2)C1 (stereo not given) | 17 | 4% | 0% | 23% | ? | -7% | -15% | . | 2
CCCCCOc1ccc(NC(=O)Cn2c(-c3cncs3)nc3ccccc32)cc1 | . | . | . | 17% | -3% | 1% | -14% | . | 0
COc1ccc(CNC(=O)Cn2cccc2C(=O)c2ccccc2C)cc1 | 1 | -2% | -12% | ? | 6%&2% | 2%&-4% | -15%&-12% | 0% | -3&0

An excerpt; the hit share may differ from the screen's.
